From PubChem
RORgamma inh = inhibitors of mouse ROR gamma transcriptional activity | AID 2551 | Potency, µM (series often up to 53.6 µM), for the others: top-dose activity change, negative = inhibition, most hits filed as inhibitors | Drosophila S2 Gal4-RORgamma UAS-luciferase reporter, 20 h | P51450 | actives 5.4% (n = 310,000); note: % is set by controls: 0 for no effect and ±100 for the full control effect; nearly all actives have a fitted effect of over 60% in size
Target sequence (P51450 whole entry, looked up, the tested form may be a part): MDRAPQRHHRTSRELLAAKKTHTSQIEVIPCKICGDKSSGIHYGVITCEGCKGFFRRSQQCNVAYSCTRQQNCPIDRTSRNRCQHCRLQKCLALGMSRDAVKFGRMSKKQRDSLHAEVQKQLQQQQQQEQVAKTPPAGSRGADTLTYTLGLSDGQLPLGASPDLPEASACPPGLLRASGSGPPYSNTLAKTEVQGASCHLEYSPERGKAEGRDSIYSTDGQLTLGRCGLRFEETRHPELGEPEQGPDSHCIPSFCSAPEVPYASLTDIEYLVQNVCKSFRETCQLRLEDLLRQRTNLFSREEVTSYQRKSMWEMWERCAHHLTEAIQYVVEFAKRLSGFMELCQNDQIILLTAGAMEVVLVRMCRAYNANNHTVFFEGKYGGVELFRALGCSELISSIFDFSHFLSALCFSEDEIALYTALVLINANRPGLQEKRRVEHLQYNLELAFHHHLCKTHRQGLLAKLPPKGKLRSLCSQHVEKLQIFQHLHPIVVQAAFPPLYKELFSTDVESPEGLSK
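In this cell-based reporter format, copper sulfate (700 uM final) drives Gal4–ROR gamma fusion expression from a metallothionein promoter in Drosophila Schneider cells; compounds preincubated 1 hr, reporter read after 20 hr at ambient temperature.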
Gal4-VP16 FLuc = Gal4-VP16 reporter inhibition counter-screen. Drosophila S2 Gal4-VP16 UAS-luciferase, luminescence, 20 h. Potency, µM (top dose mostly 53.6 µM), inactives show at the highest dose activity, negative = inhibition, usual class: inhibitors. actives 3.5% (n = 310,000). AID 2546;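 note: Gal4-VP16 expression switched on by copper sulfate through the metallothionein promoter; % is set by controls: 0 for no effect and ±100 for the full control effect; nearly all actives have a fitted effect of over 50% in size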
p53 reactivation = re-activators of mutant p53; H1299 p53-A138V BP100-luciferase reporter, luminescence, 24 h; Potency, µM (doses to about 92.2 µM), for the others: top-dose activity change, positive = activation, usual class: activators; actives 0.063% (n = 320,000); AID 504706; note: % of control where 0% means no effect; nearly all actives have a fitted effect of over 45% in size
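p53-null H1299 cells stably carrying temperature-sensitive p53-A138V and a BP100-luciferase reporter were pinned with compounds (4-point, 1:5 series) and held 24 hrs at 37 deg C. Luminescence was read 10 min after detection reagent.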
NPC1 promoter act = activates the NPC1 promoter; Huh7 NPC1 promoter luciferase reporter, 24 h; Potency, µM (top dose mostly 9.22 µM), without a hit: at the top dose activation, most hits filed as activators; actives 2.4% (n = 320,000); AID 485313;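 note: % of control where 0% means no effect; nearly all actives have a fitted effect of over 60% in size; reporter is driven by a mutant NPC1 promoter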
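NPC1 promoter–luciferase Huh7 cells; 24 h compound; luminescence.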
uPA generation = blocks generation of uPA at the cell surface; cell surface uPA generation assay, qHTS; Potency, µM (titrated, usually from 38.3 µM), without a hit: at the top dose activity change, negative = inhibition, usual class: inhibitors; actives 0.31% (n = 330,000); active = well fitted inhibition curve with a large enough effect; inconclusive = small, poorly fitted or top-dose-only effect; inactive = no such curve, though single readings can be large or run the other way; tested in mouse RAW 264.7 cells; note: % is set by controls: 0 for no effect and ±100 for the full control effect; nearly all actives have a fitted effect of over 55% in size
BRCA1 expr up = increases BRCA1 expression; MCF7-BRCA1-FFLuc reporter, luminescence, 48 h; response scale: scaled: vehicle 0%, 10 µM genistein 100%; Potency, µM (highest dose often 46.1 µM), without a hit: top-dose activation, most hits filed as activators; actives 1.1% (n = 380,000); AID 624202; note: nearly all actives have a fitted effect of over 80% in size; some results filed as inactive show a strong effect at the top dose
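MCF7 cells carrying a BRCA1-firefly luciferase reporter (2000 cells/well, phenol-red free MEM) were attached for 2 h at 37 °C, then given compounds for 48 h. Luminescence was read 15 min after luciferase reagent; activity normalized to genistein (10 microM) and DMSO.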
ELG1 genotoxic = inducers of genotoxicity in HEK293T ELG1-luciferase cells | HEK293T ELG1-luciferase reporter, luminescence, 16 h | actives 1.3% (n = 330,000) | Potency, µM (highest dose often 46 µM), without a hit: at the top dose activity change, positive = activation, actives largely listed as activators | AID 504466; note: % of control where 0% means no effect; nearly all actives have a fitted effect of over 60% in size
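Screening used a luciferase reporter fused to human ELG1 in HEK293T cells. Luminescence was read on a CCD plate imager after 16 hr exposure and 30 min ONE-Glo incubation.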
MBNL1 CUG block = MBNL1-poly(CUG) RNA binding inhibition. TR-FRET MBNL1-His/biotin-(CUG)12 binding, 665/545 ratio. Potency, µM (titrated, usually from 57.5 µM), without a hit: at the highest dose activity change, negative = inhibition, most hits filed as inhibitors. actives 0.036% (n = 280,000). AID 2675; active = well fitted inhibition curve with a large enough effect in the signal ratio, with a control signal flat, not every such curve was filed as active; inconclusive = small, poorly fitted or top-dose-only effect, or effect the other way, or a change in a side signal; inactive = no such curve, though single readings can be large or run the other way; the % refers to the signal ratio; note: % is set by controls: 0 for no effect and ±100 for the full control effect
Target sequence (Q9NR56 whole entry, looked up): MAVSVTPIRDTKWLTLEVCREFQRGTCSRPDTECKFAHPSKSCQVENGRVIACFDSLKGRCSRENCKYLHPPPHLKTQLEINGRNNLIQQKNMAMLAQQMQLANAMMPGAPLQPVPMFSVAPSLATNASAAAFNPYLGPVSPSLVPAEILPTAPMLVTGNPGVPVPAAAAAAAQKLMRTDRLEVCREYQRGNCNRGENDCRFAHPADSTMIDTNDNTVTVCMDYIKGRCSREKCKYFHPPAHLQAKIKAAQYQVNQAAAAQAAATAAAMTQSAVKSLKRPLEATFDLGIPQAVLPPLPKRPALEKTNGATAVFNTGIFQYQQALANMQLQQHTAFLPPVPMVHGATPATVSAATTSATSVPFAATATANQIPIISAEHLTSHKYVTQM
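TR-FRET between His-tagged MBNL1 and biotin-(CUG)12 RNA, detected with Tb anti-His antibody (0.055 ng/ul) and streptavidin-XL665 (5 nM), 60 min at room temperature. Compounds titrated 92 nM to 58 uM; 665/545 nm ratio normalized to buffer and complex controls.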
FLuc counter = inhibits or activates purified firefly luciferase, miR-21 counter-screen; actives 6.9% (n = 360,000); purified FLuc, Km substrates, luminescence inhibition; AID 588342; Potency, µM (highest dose often 57.5 µM), for inactives: at the highest dose activity change, negative = inhibition, hits mostly inhibitors;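 note: plate controls were vehicle for no effect and reference inhibitor for full effect; nearly all actives have a fitted effect of over 55% in size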
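Biochemical qHTS of compounds, final roughly 60 µM downward over six points, against 10 nM purified firefly luciferase using Km concentrations of substrates (10 uM D-luciferin, 10 uM ATP) in Tris acetate pH 7.5 buffer; luminescence output.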
Rab9 promoter act = activates the Rab9 promoter | Huh7 Rab9 promoter-luciferase reporter, luminescence, 24 h | actives 2.8% (n = 320,000) | AID 485297 | Potency, µM (series often up to 9.22 µM), without a hit: at the highest dose activation, negative = inhibition, usual class: activators; note: % of control where 0% means no effect; nearly all actives have a fitted effect of over 60% in size
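Huh7 cells stably carrying a Rab9 promoter-luciferase reporter, 1500 cells per well in OP-MEM I with 10% FBS, treated with compound 24 hours at 37C. Luciferase activity read by luminescence after 10 minutes with Amplite reagent.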
* hit, by the source's call; ? = inconclusive; · = not tested or not shown; & = joins results of further samples; [ ] = dose if it differs, or a comment. Unless noted, calls come from the whole dose curve; as a rule, active = well fitted curve in the direction sought with a large enough effect; inconclusive = small, poorly fitted or top-dose-only effect, or another doubt; inactive = no such curve, though single readings can be large; an effect the other way counts as inactive or inconclusive. Potency is the fitted concentration of half-maximal effect.

structure | RORgamma inh | Gal4-VP16 FLuc | p53 reactivation | NPC1 promoter act | uPA generation | BRCA1 expr up | ELG1 genotoxic | MBNL1 CUG block | FLuc counter | Rab9 promoter act
COCc1cc(C)nc(SCc2ccc(F)cc2)c1C#N | 24% | 0% | · | -5% | 4% | -15% | 8% | 1% | 1% | 1%
CCOC(=O)CN1C(=O)S/C(=C/c2ccc(C)o2)C1=O | 25% | 15% | 1% | -3% | -3% | 21% | 14% | ? | -18% | -1%
Cn1ccnc1SCC(=O)NC1CC1 | 24% | 3% | 4% | -3% | 4% | -2% | 0% | -3% | -1% | -5%
O=C(Nc1ccccc1F)C1CCCN1S(=O)(=O)c1ccc(Cl)cc1 (stereo not drawn) | · | · | -5% | 1% | -2% | 1% | 0% | · | 0% | 6%
CCOC(=O)c1sc(-c2ccc(F)cc2)cc1N | ? | 10% | 14% | ? | · | 11µM* | 14µM* | 34%[activator] | 9.5µM* | 2.5µM*
COc1ccc(N2C(=O)CSC23C(=O)N2CCCc4cccc3c42)cc1 (stereo not drawn) | 15% | -5% | -5% | 12% | 1% | 1% | -4% | -8% | 2% | 2%
CCOC(=O)C1=C(C)N(C[C@@H]2CC[C@@H](Cc3ccc(-c4ccccc4)cc3)O2)C(=O)NC1c1ccc(SCc2ccco2)c([N+](=O)[O-])c1 (stereo partly drawn) | · | · | -4% | · | -13% | 2% | 1% | · | · | ·
Cc1ccc(NC(=O)CSC2=Nc3ccccc3C3CC=NN23)c(C)c1 (stereo not drawn) | -11% | ? | 0% | 4% | 4% | -40% | 4% | -7% | 2% | 2%
COc1ccccc1CNC(=O)Cc1ccc(C)cc1 | 15% | -20% | 4% | 10% | -3% | 43% | 6% | -5% | -14% | -2%
Nc1nc(SCC(=O)O)[nH]c(=O)c1NC(=O)c1ccccc1F | 4% | -2% | -1% | -3% | 5% | -9% | 2% | -8% | -1% | -8%
O=C(COC(=O)CNS(=O)(=O)/C=C/c1ccccc1)Nc1cc(S(=O)(=O)N2CCCCC2)ccc1Cl | 38% | -1% | -3% | -5% | 12% | -3% | -6% | -6% | -4% | 1%
COC(=O)COc1cc(=O)oc2ccc(NS(=O)(=O)c3ccccc3)cc12 | 7% | -4% | -2% | 2% | 3% | 7% | 2% | -5% | 0% | 6%
CCCCN1C(=O)CC(Nc2ccc(CC)cc2)C1=O (stereo not drawn) | ? | 25% | 0% | 12% | 9% | ? | 16µM* | 2% | 13µM* | 25%
COc1cc(C(=O)OCC#N)ccc1OCc1c(C)noc1C | -24% | -7% | 4% | -11% | 11µM* | -57% | ? | · | -1% | -3%
COC(=O)CSC1=C(C#N)C(c2ccccc2F)CC(=O)N1 (stereo not drawn) | 14% | -1% | -1% | -2% | ? | -3% | -6% | 3% | -2% | -1%
O=C(COc1ccccc1Cl)Nc1cc(Cl)ccc1Oc1ccccc1 | 7% | -2% | 10% | 13% | 1% | -38% | -3% | 1% | 0% | -4%
O=C(CN1CCc2ccccc21)Nc1ccc2c(c1)OCO2 | 36% | 3% | 14% | 5% | 1% | 3% | 9% | ? | ? | 4%
Cc1ccc(C2NC(=S)NC3=C2C(=O)CC(C)(C)C3)cc1 (stereo not drawn) | ? | ? | -3% | -4% | -4% | -9% | 0% | 0% | 7% | 1%
C[C@@H]1C=C(C(=O)N2CCOCC2)O[C@H](OCc2ccc(CO)cc2)C1 | 3% | 7% | 0% | 0% | 7% | 10% | 1% | -15% | 1% | 8%
O=C(CCCCCCC(=O)c1ccccc1)c1ccccc1 | 15% | -6% | 3% | -1% | -27% | -3% | 0% | 10% | -10% | 0%
CCCCn1c(SCC(=O)N2CCCC2=O)nc2cc(S(N)(=O)=O)ccc21 | · | · | · | 0% | 1% | -2% | 2% | · | · | -6%
O=S(=O)(NC1CCCCC1N1CCN(c2ccccc2F)CC1)c1ccc(Cl)cc1 (stereo not drawn) | 6% | 0% | 24% | -6% | -5% | -3% | -8% | 0% | 0% | 0%
CCOC(=O)C1CCCN(CCCc2ccccc2)C1 (stereo not drawn) | 3%&-10% | 7%&4% | 4%&2% | -1%&0% | ? | -7%&2% | 2%&-2% | -4%&0% | -1%&1% | 2%&-4%
CC(C)CCn1c(N2CCC(C(N)=O)CC2)nc2c1c(=O)[nH]c(=O)n2C | 10% | -9% | 2% | 2% | 5% | -1% | -2% | -15% | -1% | 0%
COc1cc2c(cc1OC)C1(CCCC1)C(N)=C2C#N | 17% | 1% | -2% | -1% | -15% | -50% | 3% | 26% | 0% | -3%

(further entries)
structure | RORgamma inh | Gal4-VP16 FLuc | p53 reactivation | NPC1 promoter act | uPA generation | BRCA1 expr up | ELG1 genotoxic | MBNL1 CUG block | FLuc counter | Rab9 promoter act
O=[N+]([O-])c1ccc(N/N=C/c2c[nH]c3ccccc23)cc1 | ? | -15% | 21% | -2% | -8% | -27% | 15% | ? | ? | -2%
Cc1cccc(N(C(=O)c2csnn2)C(C(=O)NC2CCCCC2)c2ccccn2)c1C (stereo not drawn) | 1% | 6% | -6% | -1% | -6% | -10% | -29% | -3% | -4% | -4%
COC(=O)COc1ccc(-c2nccc(-c3ccc(Br)cc3)n2)cc1 | -5% | -24% | -6% | 8% | -1% | -55% | -2% | 10% | ? | -4%
CCOC(=O)c1cc(NC(=O)C2CCCO2)cc(C(=O)OCC)c1 (stereo not drawn) | 19% | -9% | -2% | -6% | 5% | 4% | -1% | 2% | 3% | 4%
Cc1c(CN(C)C(=O)c2sc3cc(Cl)ccc3c2Cl)cnn1C | 13% | ? | -6% | -5% | -2% | 0% | -1% | -4% | 2% | -3%
Cn1c(N)c(C(=O)COC(=O)CCC(=O)c2ccc(F)cc2)c(=O)n(C)c1=O | -3% | -1% | 6% | -1% | 1% | -5% | 5% | -5% | 3% | -1%
COc1ccccc1/C=C/C(=O)NNC(=O)c1cccs1 | -6% | -10% | 8% | 22% | -2% | ? | ? | 16% | ? | 23%
CCC(C)NC(=O)C(CCSC)NC(=O)c1ccccc1 (stereo not drawn) | 17% | 6% | -1% | -2% | 0% | 1% | 0% | -2% | 5% | 2%
CCNc1c(NS(=O)(=O)c2ccc([N+](=O)[O-])cc2)c(=O)oc2ccccc12 | ? | -18% | -4% | -2% | -4% | -37% | 28% | 11% | 4% | -7%
COc1ccc(Cl)cc1C(=O)O/N=C(\N)c1ccncc1 | 11% | 28% | 13% | 27% | 14% | -20% | 7% | -2% | -4% | 20%
O=C(c1ccccc1)N1CCN(Cc2ccccc2Br)CC1 | 2% | 5% | -5% | 0% | -1% | -2% | 2% | 5% | -2% | -7%
COc1ccc(NC(=O)c2nc[nH]c2C(=O)N2CCN(c3ccccc3)CC2)cc1 | 5.6µM* | 11µM* | -5% | -1% | 2% | -24% | 3% | -2% | 2% | -3%
COc1ccc(C2Nc3cccc4cccc(c34)N2)cc1 | -32% | 0% | -3% | 13% | -15% | -39% | 2% | 15% | ? | -2%
CCOC(=O)C(=NC(C)CC)NNc1cccc(C(F)(F)F)c1 (stereo not drawn) | 36% | -20% | -1% | 2% | 6% | -50% | -1% | -16% | 8% | 1%
COc1ccc(N2C(=O)CCC(C(=O)N(C)CCc3ccccn3)C2c2ccc(OC)c(OC)c2)cc1 (stereo not drawn) | 1% | 4% | -2% | 2% | 1% | 6% | 9% | 0% | -5% | -1%
COc1cc(OC)cc(C(=O)N[C@H](C(=O)Nc2nc(-c3ccc(F)c(F)c3)cs2)C(C)C)c1 | -1% | 5% | 26% | -7% | 1% | -3% | 5% | -4% | -3% | -3%
CC(=O)NC1C(=O)N=C(SC(C)C(=O)Nc2cccc(Cl)c2)NC1=O (stereo not drawn) | 14% | -4% | -1% | 0% | 1% | -4% | 1% | -3% | 0% | -5%
O=C1CCSc2ccc(Cl)cc2N1Cc1cccc(Cl)c1 | 2% | ? | -7% | 0% | 0% | -41% | -6% | 0% | -7% | 0%
Cc1nc(/C=C\C(=O)O)c2cc(C)oc2n1 | -23% | -12% | 3% | -3% | 2% | -13% | 0% | 12% | -3% | 3%
Cc1ccc2nc(-c3ccccn3)cc(C(=O)Nc3ccc(S(=O)(=O)N4CCOCC4)cc3)c2c1 | -14% | 5% | 8% | -4% | -3% | -8% | -10% | -7% | -1% | 1%
COC(=O)c1ccc(Oc2ccc(C(F)(F)F)cn2)cc1 | 14% | -3% | 6% | -9% | 1% | 13% | -7% | -4% | -17% | -1%
Cc1ccsc1CN(C)C(=O)C(NC(=O)c1cccc(S(=O)(=O)N2CCOCC2)c1)C(C)C (stereo not drawn) | · | · | -5% | -1% | 7% | -21% | -4% | · | 3% | -3%
CCn1nc(C)c(C(=O)Nc2cc(Oc3cc(C)cc(C)c3)cc([N+](=O)[O-])c2)c1C | ? | -18% | 1% | -12% | -12% | -82% | -2% | 5% | 3% | -10%
COc1ccc(OC)c(/C=C/C(=O)c2ccc3c(c2)OCO3)c1 | · | · | ? | 19% | ? | -49% | -11% | · | 4.8µM* | -5%
O=C(C1CCC1)N1CCN(S(=O)(=O)c2ccc(F)cc2)CC1 | · | · | -2% | 7% | 7% | -17% | -1% | · | 3% | -1%
Nc1ncc(CN2CCCC(C(=O)Nc3ccc(-c4ccco4)cc3)C2)cn1 (stereo not drawn) | -10% | 3% | 5% | -12% | 4% | 56% | 2% | 3% | 1% | -6%
Cc1cc(NC(=O)C2CC(c3cccc(Br)c3)=NO2)no1 (stereo not drawn) | -1% | 4% | -1% | -4% | -9% | 18% | -2% | -1% | 1% | 1%
